Bioassay records from PubChem.
Tb PYK inh: T. brucei pyruvate kinase inhibition; Q57TT1; TbPYK enzyme, Kinase-Glo Plus ATP luminescence, 45 min; Potency, µM (series often up to 76.8 µM), without a hit: at the highest dose activity, negative = inhibition, actives largely listed as inhibitors; 410,000 compounds, 0.12% hits; AID 624173; active = well fitted inhibition curve with a large enough effect; inconclusive = small, poorly fitted or top-dose-only effect; note: nearly all actives have a fitted effect of over 50% in size
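Luminescence from Kinase-Glo Plus, added after a 45-minute room-temperature reaction, served as the end-point read-out. The enzyme and substrate were preincubated with compound before ADP (130 uM final) initiated turnover. Concentration-effect curves came from normalized qHTS data.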
* = called active by the depositor; ? = inconclusive; [ ] = dose if it differs, or a comment. % is set by controls: 0 for no effect and ±100 for the full control effect; potency is the fitted concentration of half-maximal effect. This is a subset (hit frequency here may not be typical).

SMILES	Tb PYK inh
Cc1sc2c(c1C)c(=O)n(-c1ccc(Cl)cc1)c(=O)n2Cc1cc(=O)n2cc(Br)ccc2n1	6.0%
Cc1ccc(CNC(=O)c2nc(SCc3ccc(F)cc3)ncc2Cl)cc1	-7.2%
CCOC(=O)CNC(=O)N1Cc2cc(-c3ccc(OC)cc3)ccc2-n2nncc2C1	-5.2%
CCC(=O)N1CCc2cc(Br)cc(S(=O)(=O)CCC(=O)N3CCN(c4ccccc4F)CC3)c21	1.2%
CCCCOCCCNC(=O)C[C@@H]1C[C@@]2(C(=O)OCC)CCCC=C2N(Cc2cccc3ccccc23)C1=O	-0.3%
CCCSc1ncc(Cl)c(C(=O)Nc2c(C(=O)c3ccc(F)cc3)oc3ccccc23)n1	-7.6%
COc1ccccc1N1CCN(S(=O)(=O)CCNC(=O)C(C)Oc2ccccc2)CC1 (stereo unspecified)	-2.3%
CC(C)CCn1c(=O)c2sccc2n2c(CCCC(=O)NC3CCC(C)CC3)nnc12 (stereo unspecified)	-4.1%
COc1ccc(NC(=O)C2=C(C)Nc3ncnn3C2c2sccc2C)cc1 (stereo unspecified)	0.5%
CCN1CCCC1CNC(=O)c1ccc2c(c1)NC(=O)/C(=C\c1ccccc1Cl)S2 (stereo unspecified)	4.6%
COCCNC(=O)C1(C)CCCN(C(=O)COc2ccccc2)C1 (stereo unspecified)	4.0%
CCOc1ccc(CC(=O)NCCc2csc(-c3ccc(C(F)(F)F)cc3)n2)cc1	2.1%
CCN(CC)c1ccc(CN(C(=O)Cc2coc3ccc(C)cc23)C2CCS(=O)(=O)C2)cc1 (stereo unspecified)	2.2%
COCCN1C[C@@H](CO)O[C@@H](n2cnc3c(N4CCCC4)ncnc32)C1	-7.0%
COc1cccc(C(=O)NCc2nc(-c3ccccc3)no2)c1OC	-5.7%
Cc1nn2c(-c3ccco3)ccnc2c1-c1ccc(Cl)cc1	2.1%
COCCn1c(=O)c(-c2cc(F)cc(F)c2)nc2cnc(OC)nc21	-4.9%
CCn1c(CC2C(=O)Nc3ccccc32)nc2ccccc2c1=O (stereo unspecified)	2.0%
CC(C)(C)c1ccc(Oc2ccc(NC(=O)CCC(=O)OCC(=O)c3ccccc3)cc2)cc1	3.1%
Cc1cccc(C)c1-n1nnnc1C(c1ccnc2ccccc12)N1CCCC1 (stereo unspecified)	6.6%
CC(C)(C)c1ccc(S(=O)(=O)N2CCC(Oc3ccc(-n4cnnn4)cc3)CC2)cc1	-1.8%
Cc1cc(C(=O)N2CCC2(C)C(=O)NS(=O)(=O)c2ccccc2Cl)nn1C (stereo unspecified)	0.8%
CCOC(=O)C1(C)CCCN1C(=O)c1cccc2ccccc12 (stereo unspecified)	-2.8%
O=C1CC(c2nnc(Cc3ccc(F)cc3)o2)CN1c1ccccc1 (stereo unspecified)	-1.6%
O=C(NCc1ccccc1)c1cc(C2CCCN(C(=O)c3ccc4c(c3)CCO4)C2)on1 (stereo unspecified)	5.5%
Cc1ccc(Cn2cc(CCC(=O)NCc3ccc(OC(C)C)cc3)c3ccccc32)cc1	-0.4%
Cc1c(C(=O)NCc2ccccc2)oc2ccc(S(=O)(=O)N3CCC(C)CC3)cc12	-8.3%
CNc1cc(-c2ccc(C(=O)OC)cc2)ncn1	1.4%
Fc1ccc(-c2nc3c4ccccc4ccn3c2Cc2cccc(Cl)c2)cc1	1.9%
C[C@H](c1ccccc1)N1C[C@@H](COCc2ccccc2)Oc2cc(N3CC[C@H](N(C)C)C3)ccc2S1(=O)=O	-6.6%
CCOc1ccc(-n2c(=O)c3c(C)c(C)sc3n(CC(=O)NCCc3ccccc3)c2=O)cc1	-6.6%
O=C(CSc1nnc(CNC(=O)c2cccc(F)c2)n1-c1ccccc1)Nc1ccccc1F	-0.5%
COc1ccc(C(=O)Nc2nnc(SCc3cc(=O)n4cccc(C)c4n3)s2)cc1	0.0%
COc1ccc(-n2c(=O)c(C)nc3cnc(N4CCNCC4)nc32)cc1	12.7%
COc1ccc(Nc2cc(C)c3cc(NC(=O)c4cc(OC)cc(OC)c4)ccc3n2)cc1	3.2%
COc1ccccc1-c1noc(-c2ccc(NC(C)C)c([N+](=O)[O-])c2)n1	-2.7%
COc1ccc(OCC(=O)NCCS(=O)(=O)N2CCN(c3cccc(Cl)c3)CC2)cc1	4.6%
Cc1ccc(CCNC(=O)CCc2cn(Cc3ccccc3C)c3ccccc23)cc1	-3.5%
COC(=O)C1=C(c2ccccc2)c2ccccc2S(=O)(=O)N1CC(=O)Nc1cccc(C(C)=O)c1	4.8%
COc1cccc(N2CCN(S(=O)(=O)c3cc(Br)cc4c3N(C(=O)C3CC3)CC4)CC2)c1	-6.8%
CSc1cccc(NC(=O)Nc2ccccc2OCc2cc(=O)n3cc(C)ccc3n2)c1	-7.9%
c1ccc(OCCn2c(COc3ccccc3)nc3ccccc32)cc1	-1.2%
CCc1cc(C(=O)Nc2c(C)nn(Cc3ccc(C)cc3)c2C)no1	1.2%
O=C(COC(=O)/C=C/c1ccc2c(c1)OCO2)NCc1ccc(F)cc1	-1.8%
CCOc1ccc(-c2cc(C(=O)NCCCOC)c3c(-c4ccc(CC)cc4)[nH]nc3n2)cc1	2.8%
Clc1ccc2nc(-c3ccco3)c(Cc3ccccc3)n2c1	?
Cc1cc(C)cc(NC(=O)c2cc(S(=O)(=O)N3CCCCCC3)cn2C)c1	-3.4%
COc1ccc(OC)c(NC(=O)c2c(NCc3ccc(OC)c(OC)c3)sc3c2CCC(C)C3)c1 (stereo unspecified)	-26.3%
COc1ccc(-n2nc3ccc(NC(=O)c4cccc(OCCC(C)C)c4)cc3n2)cc1	2.7%
S=c1[nH]ncn1/N=C/c1ccco1	-14.6%
COc1cccc(CNC(=O)CN2C(=O)CCCc3ccccc32)c1OC	0.0%
COCCNC(=O)C1(C)CCCN(Cc2ccc(-c3ccccn3)cc2)C1 (stereo unspecified)	0.3%
Cn1c(=O)c2cc(NC(=O)NCc3ccc(F)cc3)ccc2n1C	-4.4%
COc1cccc(/C=C/c2onc(C)c2S(=O)(=O)N2CCC(C(=O)N3CCC(C)CC3)CC2)c1	-0.1%[15.4 µM]
COc1ccccc1C(=O)N/C(=C\c1cn(C)c2ccccc12)C(=O)NCCN1CCOCC1	-11.1%
CC(C)C[C@H]1CN(CCCC[C@@H]2CNC(=O)C(=O)N2CC2CCCCC2)C(=O)C(=O)N1CC1CCCCC1	-2.7%
Cc1cccc(NC(=O)N2CCC(CN3CCOCC3)CC2)c1C	1.9%
CC1Sc2ccccc2N(Cc2ccc(OC(F)(F)F)cc2)C1=O (stereo unspecified)	-4.8%
Nc1c(-c2nc(-c3ccc(Cl)cc3)cs2)c2ccccn2c1C(=O)c1ccc2c(c1)OCO2	-0.7%
Cc1ccc2c(CN(C)Cc3ccccc3)cc(=O)oc2c1	3.1%
Further structures:
SMILES	Tb PYK inh
O=C1NCN(c2ccccc2)C12CCN(C(CCc1ccccc1)c1nnnn1Cc1ccccc1)CC2 (stereo unspecified)	1.6%
Cc1cc(C)n2nc(CNC(=O)c3c(F)cccc3F)nc2n1	1.2%
CC(=O)Nc1ccccc1OCCCN1CCC(C(O)(c2ccccc2)c2ccccc2)CC1	-1.7%
O=C(c1cc2c(c(-c3cccc(-c4ccncc4)c3)n1)[C@@H](CCO)N(C(=O)c1ccc3c(c1)OCO3)C2)N1CCOCC1	-0.5%
CC12CCC(=O)CC1CCC1C2CCC2(C)C1CCC2(C)O (stereo unspecified)	-9.6%
CCOC(=O)C1=C(Nc2ccccc2)CSC1	-11.5%
N#Cc1nc(-c2ccc(COc3ccccc3)o2)oc1NCc1ccccc1	4.6%
O=C(NCC(c1cccnc1)N1CCc2ccccc21)c1ccccc1Br (stereo unspecified)	-9.2%
CCOC(=O)c1ccccc1NC(=O)c1nn(-c2ccc(C)cc2)c(=O)n(C)c1=O	-1.6%
COc1ccc(C(=O)NCC2CCCN2S(=O)(=O)c2ccccc2)cc1OC (stereo unspecified)	3.2%
CC1(C(=O)NCCc2ccccc2)Cc2c(-c3ccc4c(c3)OCO4)ccnc2O1 (stereo unspecified)	5.7%
CC(C)c1ccc(NC(=O)C(C)N(c2ccccc2)S(C)(=O)=O)cc1 (stereo unspecified)	2.6%
CCOc1ccc(N2CC(C)Cn3c2nc2c3c(=O)n(CC(=O)O)c(=O)n2C)cc1 (stereo unspecified)	4.3%
C1=NCCCN2CCCCC12 (stereo unspecified)	2.6%
CC(C)CC1C(=O)N(Cc2cn(CCC3OCCCO3)nn2)CCS(=O)(=O)N1Cc1ccc(-c2ccc(Cl)c(Cl)c2)cc1 (stereo unspecified)	4.5%
CCOC(=O)c1cc2c(OC)c(OC)ccc2c2[nH]cc(C#N)c(=O)c12	-2.4%
O=S1(=O)CCN(C2CCCCCCCCCCC2)CC1	-12.8%
CC(=O)SCC(CC(=O)c1ccc(C)cc1)C(=O)O (stereo unspecified)	15.7%
COc1cccc(S(=O)(=O)N(C)C[C@@H]2OCc3cnnn3CCCC(=O)N([C@H](C)CO)C[C@@H]2C)c1	-6.6%
CC(C)(C)NC(=O)c1ccc2nc(CCc3ccccc3)oc2c1	-2.0%
COc1ccccc1OCC(=O)NCC(c1ccc(Cl)cc1)N1CCCCC1 (stereo unspecified)	-4.8%
COC(=O)c1cccc(CN2C(=O)C(C)Sc3cc(Cl)ccc32)c1 (stereo unspecified)	0.7%
Cc1ccc(C(O)c2ncc(-c3ccc(Cl)cc3)[nH]2)cc1 (stereo unspecified)	-8.3%
COc1ccc2c(c1)c(=O)c(C(=O)c1ccc(F)cc1)cn2CC(=O)Nc1ccc2c(c1)OCCO2	0.9%
O=C(COc1ccccc1)NC(=S)Nc1cccc2c(O)cccc12	2.5%
O=C(CN1C(=O)CCn2nc(-c3ccccc3)cc21)NCc1ccccc1	-0.1%
CC(C)(C)c1cc(NC(=O)C2(C)CCN2C(=O)C2(c3ccccc3)CCCC2)no1 (stereo unspecified)	3.3%
COc1cc(-c2nnc(SCC(=O)Nc3ccc(F)c(Cl)c3)o2)cc(OC)c1OC	3.4%
CCOc1ccc(NC(=O)c2cc3c(=O)n4cccc(C)c4nc3s2)cc1	7.0%
COC(=O)c1ccc(NC(=O)CN(c2cccc(C(F)(F)F)c2)S(C)(=O)=O)cc1	5.5%
COCCNC(=O)c1cc2n(n1)CCCN(Cc1ccc(C)cc1)C2=O	-1.0%
COc1ccccc1CNc1nc(Nc2ccccc2OC)c2sccc2n1	-1.2%
CC1(C(=O)NS(=O)(=O)c2ccc(Cl)cc2)CCN1C(=O)CCc1cccs1 (stereo unspecified)	9.2%
Cc1ccc(S(=O)(=O)N2CC3(O)CN(C(=O)OC(C)C)N(C(=O)OC(C)C)CC3(OC(=O)NC3CC3)C2)cc1 (stereo unspecified)	0.1%
Cc1ccc(-c2noc(CN(C(=O)COc3cc(C)cc(C)c3C)C(C)C)n2)cc1	-13.7%
CN(C)S(=O)(=O)N(CC(=O)Nc1ccc(Br)cc1F)c1ccccc1	4.5%
N#Cc1cc2c(nc1SCC(=O)Nc1ccc(C(F)(F)F)cc1)C1CCN2CC1	-3.3%
Cc1ccccc1OCC(=O)Nc1ccc(-c2nc3cc(Cl)cc(Cl)c3o2)cc1	-3.1%
CCOc1cc(C2c3c(oc4ccccc4c3=O)C(=O)N2c2ccccn2)ccc1O (stereo unspecified)	0.3%
CCc1cccc(N2C(=O)N(CC(=O)NCc3cccc(OC)c3OC)c3ccccc3S2(=O)=O)c1	-13.3%

2 neighbouring compounds from above:
SMILES	Tb PYK inh
COc1ccccc1OCC(=O)NCC(c1ccc(Cl)cc1)N1CCCCC1 (stereo unspecified)	-4.8%
COC(=O)c1cccc(CN2C(=O)C(C)Sc3cc(Cl)ccc32)c1 (stereo unspecified)	0.7%

Later entries.
SMILES	Tb PYK inh
COc1ccc(S(=O)(=O)NCCc2sc(-c3ccccc3)nc2C)cc1OC	-2.0%
Cc1ccc(OCCSc2nnc(-c3cccs3)o2)cc1	-0.9%
COc1ccc(OC)c(S(=O)(=O)NCc2cccn2Cc2cccc(C)c2)c1	-0.1%
O=C(CCn1c(=O)c2sccc2n(Cc2ccc(F)cc2Cl)c1=O)NCc1ccc2c(c1)OCO2	-3.7%
COc1cccc(N(CC(=O)N2CCC(C)CC2)S(=O)(=O)c2ccc(C)cc2)c1	0.8%
NC(=O)c1cccc(-c2ccnc3c2CC(C(=O)NCc2cccc(Cl)c2)O3)c1 (stereo unspecified)	0.9%
CC(=O)N1CCN(c2nc3c(C)ccc(Cl)c3s2)CC1	-4.5%
Cc1nnc2c3ccccc3nc(Nc3ccc(F)cc3Cl)n12	-5.3%[15.4 µM]
Fc1ccc(N2CCN(c3nc4ccccc4c4nc(-c5cccnc5)nn34)CC2)cc1	-4.0%
CCOc1ccccc1NC(=O)c1ccc2c(Cl)c3c(nc2c1)CCCC3	4.1%

A run of entries taken from the entries so far, for reference:
SMILES	Tb PYK inh
Cc1ccccc1OCC(=O)Nc1ccc(-c2nc3cc(Cl)cc(Cl)c3o2)cc1	-3.1%
CCOc1cc(C2c3c(oc4ccccc4c3=O)C(=O)N2c2ccccn2)ccc1O (stereo unspecified)	0.3%
CCc1cccc(N2C(=O)N(CC(=O)NCc3cccc(OC)c3OC)c3ccccc3S2(=O)=O)c1	-13.3%
COc1ccc(S(=O)(=O)NCCc2sc(-c3ccccc3)nc2C)cc1OC	-2.0%
Cc1ccc(OCCSc2nnc(-c3cccs3)o2)cc1	-0.9%
COc1ccc(OC)c(S(=O)(=O)NCc2cccn2Cc2cccc(C)c2)c1	-0.1%
O=C(CCn1c(=O)c2sccc2n(Cc2ccc(F)cc2Cl)c1=O)NCc1ccc2c(c1)OCO2	-3.7%
COc1cccc(N(CC(=O)N2CCC(C)CC2)S(=O)(=O)c2ccc(C)cc2)c1	0.8%
NC(=O)c1cccc(-c2ccnc3c2CC(C(=O)NCc2cccc(Cl)c2)O3)c1 (stereo unspecified)	0.9%
CC(=O)N1CCN(c2nc3c(C)ccc(Cl)c3s2)CC1	-4.5%
Cc1nnc2c3ccccc3nc(Nc3ccc(F)cc3Cl)n12	-5.3%[15.4 µM]
Fc1ccc(N2CCN(c3nc4ccccc4c4nc(-c5cccnc5)nn34)CC2)cc1	-4.0%
CCOc1ccccc1NC(=O)c1ccc2c(Cl)c3c(nc2c1)CCCC3	4.1%
